NFkB transloc pot = enhances IL-1B driven NFkB nuclear translocation; HUVEC IL-1B NFkB p65 nuclear translocation imaging; activation, % at 2 µM; 0.3% of 94,000 active;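 active = activation above 40%, about the mean plus 3 SD, also judged a hit on visual image review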;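 note: percent activation is computed from the nuclear over cytoplasmic p65 intensity ratio; values of inactives mirror those of a sister screen read the other way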
PLAP inhibition = inhibition of human placental alkaline phosphatase – biochemical, luminescence, HTS (AID 690); 0.08% of 96,000 active; purified PLAP, luminescent substrate; higher % means a stronger effect; inhibition, % at 20 µM, or IC50 in µM where a hit was titrated; in the data active = a potency from the dose series; inactive = the rest, 99 in 100 with inhibition below about 30%; note: strong numbers were not always called active
NFkB transloc inh = blocks IL-1B driven NFkB nuclear translocation in HUVEC cells; HUVEC IL-1B NFkB p65 nuclear translocation imaging; inhibition, % at 2 µM; 0.43% of 94,000 active; AID 796;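 active = inhibition above about 30% together with a positive call from visual inspection of the well image, limit read from the data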;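 note: nuclear over cytoplasmic p65 intensity ratio measured by imaging; 0% = IL-1B stimulated DMSO wells and 100% = unstimulated DMSO wells; values of inactives mirror those of a sister screen read the other way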
Bcl-B displacement = displacers of TR3 peptide from Bcl-B, primary screen, selectivity assay for Bfl-1 inhibitor project, biochemical, fluorescence polarization. 0.11% of 96,000 active. FP displacement of FITC-TR3 peptide from Bcl-B; higher % means a stronger effect. displacement, % at 20 µM, or IC50 in µM where a hit was titrated. AID 748;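 active = displacement above 50% at 20 µM plus a fluorescence interference ratio under 1.5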;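 note: plate controls were wells without compound for no effect and wells lacking Bcl-B protein for full effect; a part of the inactive calls stands beside numbers as strong as those of hits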
MRP resist rev = compounds reversing MRP-mediated drug resistance. H69AR cells + 2 uM doxorubicin, CellTiter-Glo, 72 h. differential viability (reversal), % at 10 µM. 0.04% of 85,000 active. AID 602;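 active = viability drop by adding the cancer drug above about 55%, with treated viability meeting a 40% cutoff, limit read from the data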;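 note: viability without doxorubicin minus viability with 2 µM doxorubicin for each compound; larger differential means the compound sensitizes cells more to doxorubicin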
MRP resist rev cytotoxicity = second read-out of MRP resist rev, no call of its own (marks repeat the call); viability, %; H69AR cells, CellTiter-Glo, 72 h; measured here: cytotoxicity without doxorubicin
MRP resist rev with doxorubicin = recorded beside MRP resist rev, whose call it bears; viability, %; measured here: viability with 2 uM doxorubicin; active compounds read low
NFkB transloc inh cell count 2 µM = second read-out of NFkB transloc inh, no call of its own (marks repeat the call); cell count; measured here: cells passing quality filter;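 raw number of nuclei counted in each imaged well without normalization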
NFkB transloc pot cell count 2 µM = further read-out of NFkB transloc pot, marked with its call; cell count; measured here: cells passing quality filter
* = called active by the depositor; . = no result given.

SMILES	NFkB transloc pot	NFkB transloc pot cell count 2 µM	PLAP inhibition	NFkB transloc inh	NFkB transloc inh cell count 2 µM	Bcl-B displacement	MRP resist rev	MRP resist rev cytotoxicity	MRP resist rev with doxorubicin
CC1CCN(C(=O)CN(C)S(=O)(=O)c2cccc3nsnc23)CC1	8	103	-8%	-6	103	11%	-3	103	106
COc1ccccc1-n1c(SCC(=O)O)nnc1-c1ccc(S(=O)(=O)N2CCCCC2)cc1	-3	59	-55%	5	59	3%	-20	67	87
O=C1C(SC(F)(F)C(F)F)=C(C(F)(F)F)OC2C3C=CC(C3)C12 (centres undefined)	-6	131	2%	6	131	1%	7	100	93
O=C(COc1ccccc1)Nc1ccc2c(c1)nc1n2CCSC1	8	165	14%	-8	165	-2%	6	92	86
O=C(Nc1ccc(Br)cc1)/C(=C/c1cccc([N+](=O)[O-])c1)NC(=O)C1CCCCC1	-9	47	3%	7	159	7%	18	96	78
CCc1ccc2[nH]c(=O)c(C(c3nnnn3CCOC)N3CCN(c4ccc(F)cc4)CC3)cc2c1 (centres undefined)	36	180	-26%	-36	180	-8%	-1	65	66
CCOC(=O)COc1ccc(N)cc1CC(NC(C)=O)(C(=O)OCC)C(=O)OCC	10	137	-20%	-10	137	2%	-9	91	99
Cc1ccc(OC(=O)c2cc3ccccc3o2)cc1	-10	129	-5%	10	129	5%	12	104	92
O=C(CSCc1ccc(F)cc1)N1CCN(c2ccccc2)CC1	0	153	8%	0	153	-3%	1	88	87
Cc1cc(C)cc(-n2nnc(C(=O)NCc3ccc(Cl)cc3)c2N)c1	3	96	3%	-3	96	-4%	-23	76	99
CN(C)c1ccc(CN(C(=O)c2ccco2)C2CCS(=O)(=O)C2)cc1 (centres undefined)	-3	119	-9%	3	119	9%	4	90	86
O=C(c1nc2nc(-c3cccs3)cc(C(F)(F)F)n2n1)N1CCN(Cc2ccccc2)CC1	-13	122	.	12	122	.	0	85	85
Cc1nc2cc(NC(=O)NCc3ccccc3)ccc2o1	-22	148	-20%	22	148	4%	14	95	81
CCN1CCCC1CNCc1ccc(Cl)cc1Cl (centres undefined)	.	.	2%	.	.	-11%	-8	84	93
O=C(Nc1cccnc1)C1COc2ccccc2O1 (centres undefined)	4	170	-10%	-4	170	-6%	-5	98	103
CCN1C(=O)CC(N2CCOCC2)C1=O (centres undefined)	-6	84	19%	6	84	4%	12	101	89
CCCCNC(=O)c1onc(CSc2cccc(F)c2)c1C(=O)O	-1	173	-2%	1	173	3%	.	.	.
CCN(CC)c1ncnc2sc(C(=O)N3CCN(c4ccc(OC)cc4)CC3)c(C)c12	.	.	-11%	.	.	6%	-6	67	73
CCOC(=O)N1CCN(c2c(NCCc3ccccc3)c(=O)c2=O)CC1	-1	58	22%	1	58	-11%	.	.	.
CC(=O)N1CCc2cc(S(=O)(=O)NCCC(=O)Nc3cccc(C)c3)ccc21	.	.	-1%	.	.	-6%	-8	92	99

The final 5 entries of the part above come first, to join the parts:
SMILES	NFkB transloc pot	NFkB transloc pot cell count 2 µM	PLAP inhibition	NFkB transloc inh	NFkB transloc inh cell count 2 µM	Bcl-B displacement	MRP resist rev	MRP resist rev cytotoxicity	MRP resist rev with doxorubicin
CCN1C(=O)CC(N2CCOCC2)C1=O (centres undefined)	-6	84	19%	6	84	4%	12	101	89
CCCCNC(=O)c1onc(CSc2cccc(F)c2)c1C(=O)O	-1	173	-2%	1	173	3%	.	.	.
CCN(CC)c1ncnc2sc(C(=O)N3CCN(c4ccc(OC)cc4)CC3)c(C)c12	.	.	-11%	.	.	6%	-6	67	73
CCOC(=O)N1CCN(c2c(NCCc3ccccc3)c(=O)c2=O)CC1	-1	58	22%	1	58	-11%	.	.	.
CC(=O)N1CCc2cc(S(=O)(=O)NCCC(=O)Nc3cccc(C)c3)ccc21	.	.	-1%	.	.	-6%	-8	92	99
COC(=O)c1nc2cc(C)ccn2c1F	.	.	1%	.	.	-1%	.	.	.
Cc1ccc(C(=O)CSc2nnc(COc3cccc(C)c3)o2)cc1	14	175	12%	-14	175	-1%	92*	94*	1.6*
COC(=O)c1ccccc1NC(=O)COC(=O)c1ccc(C)c(NC(=O)c2ccco2)c1	3	120	-26%	-3	120	-1%	-15	61	75
CCNc1cc(=O)n(C)c(=O)n1C	-6	105	4%	6	105	0%	0	97	97
N#Cc1nc(Cc2ccccc2)oc1N1CCC(C(N)=O)CC1	.	.	15%	.	.	-4%	0	94	94
CC1(C)CC2CC(C)(CN2C(=O)COC(=O)Cn2[nH]c(=O)c3ccccc3c2=O)C1 (centres undefined)	5	139	-49%	-5	139	4%	9	90	80
CC(C)COc1cc(=O)[nH]c(SCC(C)C)n1	-3	97	0%	4	97	-2%	-4	77	80
Cc1ccc(-c2ccc(C3C(C#N)=C(N)Oc4n[nH]c(C)c43)o2)cc1 (centres undefined)	21	158	-7%	-20	158	-7%	8	90	82
CN1C(=O)C2C=CC1C1C(=O)N(c3ccccc3)C(=O)C21 (centres undefined)	4	174	-22%	-4	174	-1%	-4	100	104
Cc1ccc(Cn2nnc3c(=O)n(Cc4ccccc4C)cnc32)cc1	.	.	16%	.	.	-3%	-6	76	81
Cc1nc(SCC(=O)NCc2ccccc2)c2oc3ccccc3c2n1	5	46	22%	-5	46	0%	2	80	78
CCCC(=O)Nc1nnc(Cc2ccccc2)s1	-1	206	7%	1	206	0%	-10	93	103
Cc1nn(-c2ccccc2)c(C)c1C(=O)OCC(=O)N1CCN(S(=O)(=O)c2ccccc2)CC1	-9	67	-72%	9	67	-8%	-5	65	71
CCOc1cc(S(=O)(=O)Nc2ccc(CC)cc2)ccc1Cl	20	183	5%	-20	183	3%	7	79	72
Cn1nc(-c2ccc(OCC(=O)NCC3CCCO3)cc2)c2ccccc2c1=O (centres undefined)	28	188	-66%	-28	188	0%	3	86	83
COc1ccc(NC(=O)N2CCN(S(C)(=O)=O)CC2)cc1OC	.	.	13%	.	.	5%	5	104	98
COc1ccc(C(=O)Nn2c(SCC(=O)NCC3CCCO3)nc3ccccc3c2=O)cc1 (centres undefined)	24	132	-20%	-24	132	7%	-10	71	81
Brc1ccc(C2C3=C(Nc4ncnn42)c2ccccc2OC3c2ccncc2)cc1 (centres undefined)	24	205	-74%	-24	205	3%	24	40	16
Nc1ccc(Cc2ccc(N)c(C(=O)O)c2)cc1C(=O)O	-5	160	5%	4	160	7%	.	.	.
CN(Cc1cccs1)c1ncnc2sccc12	6	118	-18%	-6	118	-3%	.	.	.
Cn1nnnc1SCC(=O)Nc1ccccc1N1CCCCC1	-2	105	.	2	105	.	5	86	82
Cc1cc(Nc2ccccc2)n(-c2cccc(Cl)c2)n1	12	159	56%	-12	159	-5%	0	92	91
COCCSc1nnc(NC(=O)C2CCCCC2)s1	15	100	-11%	-15	100	2%	2	94	92
CSc1nnc2n(-c3ccccc3)c(=O)c3c4c(sc3n12)CCC4	-3	140	-4%	3	140	9%	20	92	72
Cc1c(S(=O)(=O)Nc2cccc(Cl)c2)c(=O)n(C)c(=O)n1C	3	48	-9%	-3	48	6%	7	104	97
CC(N)C12CC3CC(CC(O)(C3)C1)C2 (centres undefined)	22	138	17%	-22	138	-2%	6	98	92
O=C(CSc1nnc(CNC(=O)c2ccco2)o1)c1ccccc1	-7	65	0%	7	65	-3%	-6	87	93
O=C1c2ccccc2C(=O)N1c1nc(-c2cccs2)cs1	-8	111	-23%	8	111	2%	-8	89	97
O=S(=O)(c1ccc(Br)s1)N1CCC(Cc2ccccc2)CC1	6	156	26%	-6	156	-30%	13	93	79
CCOc1ccc(OCC)c(NC(=O)CSc2nc3c(c(=O)n(C)c(=O)n3C)n2C)c1	.	.	12%	.	.	2%	-9	76	86
CC(C)NC(=O)C(Cc1ccccc1)N1C(=O)c2ccccc2C1=O (centres undefined)	4	112	.	-4	112	.	-20	83	103
Cc1ccccc1C(=O)NNC(=O)C(C)N1C(=O)c2ccccc2C1=O (centres undefined)	5	120	3%	-5	120	3%	.	.	.
CCCc1[nH]nc2c1C(c1ccc(OC)c(CSC3=NCCS3)c1)C(C#N)=C(N)O2 (centres undefined)	2	147	-59%	-2	147	-6%	-22	79	101
Cn1c(=O)c2cc(S(=O)(=O)NC(Cc3ccccc3)C(=O)NCc3ccco3)ccc2n(C)c1=O (centres undefined)	7	45	-51%	-7	45	20%	-9	71	80
CC(=O)N1CCN(S(=O)(=O)c2ccc(C)cc2)C1C(C)C (centres undefined)	14	152	-3%	-14	152	-1%	.	.	.
O=C(NC1CCCC1)C1c2ccccc2C(=O)N1C1CCCCC1 (centres undefined)	6	132	2%	-6	132	8%	2	94	92
O=C(C1=C(O)C(=O)N(Cc2ccccc2)C1c1ccncc1)c1ccco1 (centres undefined)	-8	142	4%	8	142	0%	-9	94	103
CCCCN(CCCC)S(=O)(=O)c1ccc2oc(C(=O)N3CCOCC3)c(C)c2c1	4	116	-34%	-4	116	-1%	5	69	64
O=C(NC1CCCCC1)N(Cc1ccccc1)Cc1ccco1	34	136	-14%	-34	136	-5%	14	95	81
Cn1c(CSc2nc3ccccc3s2)nc2ccccc21	2	121	-20%	-2	121	-11%	18	76	58
Cc1ccc(Cn2nnc3c(=O)[nH]c(C4CCCN(C(=O)Nc5ccc(F)cc5)C4)nc32)cc1 (centres undefined)	3	85	0%	-3	85	-10%	-1	74	75
O=C(CN(Cc1cccs1)C(=O)CNC(=O)c1ccco1)NC1CCCCC1	29	215	-13%	-29	215	4%	-10	80	90
Cc1ccc(S(=O)(=O)NC(CC(=O)O)c2ccccc2)cc1 (centres undefined)	34	125	-11%	-34	125	0%	0	92	92

Ordered by SMILES length (descending): part of the list above.
SMILES	NFkB transloc pot	NFkB transloc pot cell count 2 µM	PLAP inhibition	NFkB transloc inh	NFkB transloc inh cell count 2 µM	Bcl-B displacement	MRP resist rev	MRP resist rev cytotoxicity	MRP resist rev with doxorubicin
Cc1ccccc1C(=O)NNC(=O)C(C)N1C(=O)c2ccccc2C1=O (centres undefined)	5	120	3%	-5	120	3%	.	.	.
CSc1nnc2n(-c3ccccc3)c(=O)c3c4c(sc3n12)CCC4	-3	140	-4%	3	140	9%	20	92	72
Cn1c(CSc2nc3ccccc3s2)nc2ccccc21	2	121	-20%	-2	121	-11%	18	76	58
CC(N)C12CC3CC(CC(O)(C3)C1)C2 (centres undefined)	22	138	17%	-22	138	-2%	6	98	92

Compound activity deposited in PubChem BioAssay by several laboratories.

An excerpt. The share of hits here may be higher or lower than overall.
